Screening results deposited in PubChem by National Center for Advancing Translational Sciences (NCATS).
KCNH2 WT inh: inhibitors of human wildtype KCNH2 potassium channel | activity change, % at 1.84 µM | AID 720551 | U2OS, BacMam KCNH2, thallium flux FluxOr; hits give low values | Q12809 | hit rate 0.37% among 340,000;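 active = maximum activity change below -70%; inconclusive = maximum activity change between -70% and -50%; inactive = maximum activity change above -50%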; also: % is scaled to controls: 0 for no effect and ±100 for the full control effect
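U2OS cells transduced with wild-type KCNH2 virus are loaded with FluxOr dye for 45 min, and thallium flux is measured in kinetic reads before and after stimulation buffer. Rate constants are normalized to DMSO controls.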
S-ASM inh: blocks human secretory acid sphingomyelinase; P17405; Potency, µM (titrated, usually from 57.5 µM), without a hit: top-dose activity change, negative = inhibition, hits mostly inhibitors; AID 504937; hit rate 0.006% among 340,000; placental ASM, HMU-PC fluorogenic substrate, 60 min; also: potency is read from the fitted curve at half-maximal effect
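HMU-PC0 cleavage (9 uM final) by human placental ASM, 60 min at 37 °C following 10 min compound exposure at RT; stopped at pH 10, fluorescence Ex 386/Em 447 nm.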
GALK inhibitor: blocks human galactokinase activity; AID 1868; hit rate 0.007% among 270,000; Potency, µM (top dose mostly 57.5 µM), for the others: top-dose activity change, negative = inhibition, actives largely listed as inhibitors; Purified GALK, Kinase-Glo residual ATP luminescence; P51570; also: potency is read from the fitted curve at half-maximal effect; % is scaled to controls: 0 for no effect and ±100 for the full control effect
Target sequence (P51570 whole entry, looked up): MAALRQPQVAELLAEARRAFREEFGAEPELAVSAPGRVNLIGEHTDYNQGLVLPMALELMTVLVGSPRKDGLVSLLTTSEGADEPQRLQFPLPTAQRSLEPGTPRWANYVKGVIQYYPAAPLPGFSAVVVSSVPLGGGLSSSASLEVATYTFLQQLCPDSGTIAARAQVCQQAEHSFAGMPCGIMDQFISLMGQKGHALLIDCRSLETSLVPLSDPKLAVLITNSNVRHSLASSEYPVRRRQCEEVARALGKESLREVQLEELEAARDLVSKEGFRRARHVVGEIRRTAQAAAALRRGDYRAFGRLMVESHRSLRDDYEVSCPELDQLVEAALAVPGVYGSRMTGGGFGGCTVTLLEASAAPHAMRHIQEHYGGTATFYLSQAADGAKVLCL
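Human GALK (5 nM) with 35 uM ATP and 100 uM galactose in 20 mM HEPES pH 8.0, 5 mM MgCl2, 60 mM NaCl, 1 mM DTT, 0.01% BSA. After 1 h at room temperature, leftover ATP was read by Kinase-Glo Plus luminescence.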
Mito fusion act: inhibitors of mitochondrial division or activators of mitochondrial fusion; S. cerevisiae fusion-defective mutant growth rescue, CellTiterGlo 48 h; Potency, µM (series often up to 46.1 µM), for inactives: top-dose growth rescue (activation), most hits filed as activators; hit rate 0.23% among 320,000; AID 485298;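 also: potency is read from the fitted curve at half-maximal effect; % of control where 0% means no effect; nearly all actives have a fitted effect of over 45% in size; temperature-sensitive fusion mutants such as fzo1-1 at 37 °C on non-fermentable ethanol glycerol medium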
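Compounds are tested for their ability to restore growth of mitochondrial fusion-defective yeast strains at non-permissive 37C in YPEG medium over 48 hours. Viability is quantified by luciferase luminescence.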
Chronic BCR inh: blocks chronic active B-cell receptor signaling | ABC-DLBCL IkBa-CBG/CBR reporter, luminescence ratio, 4 h | Potency, µM (titrated, usually from 46.1 µM), for the others: top-dose ratio change, negative = lower green/red ratio, usual class: inhibitors | hit rate 0.05% among 340,000 | AID 493014; active = well fitted inhibition curve with a large enough effect in the signal ratio, with a control signal flat, not every such curve was filed as active; inconclusive = small, poorly fitted or top-dose-only effect, or effect the other way, or a change in a side signal; the % refers to the signal ratio;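 also: potency is read from the fitted curve at half-maximal effect; plate controls were basal doxycycline-induced cells for no effect and cells given 10 µM MG132 for full effect; MG132 reads +100%, hits lower the ratio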
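TMD8 human ABC-DLBCL cells with doxycycline-inducible IκBα–green luciferase fusion and unfused red luciferase, in 0.5% FBS medium; compounds up to 46 uM, 4 h at 37C. Green/red luminescence ratio, filter-overlap corrected, fitted to concentration-response curves.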
MBNL1 CUG block: inhibitors of human MBNL1 binding to CUG repeat RNA; Q9NR56; TR-FRET MBNL1-His/biotin-(CUG)12 binding, 665/545 ratio; Potency, µM (doses to about 57.5 µM), for inactives: top-dose activity change, negative = inhibition, hits mostly inhibitors; hit rate 0.036% among 280,000; AID 2675; active = well fitted inhibition curve with a large enough effect in the signal ratio, with a control signal flat, not every such curve was filed as active; inconclusive = small, poorly fitted or top-dose-only effect, or effect the other way, or a change in a side signal; inactive = no such curve, though single readings can be large or run the other way; the % refers to the signal ratio; also: potency is read from the fitted curve at half-maximal effect; % is scaled to controls: 0 for no effect and ±100 for the full control effect
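Inhibition of protein-RNA binding appears as loss of TR-FRET between terbium anti-His antibody on MBNL1-His and streptavidin-XL665 on biotin-(CUG)12. Activity is normalized to buffer-only and uninhibited-complex controls.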
Menin-MLL TR inh: inhibitors of human menin-MLL interaction, mutant MLL peptide; O00255; Menin + Texas Red MLL mutant peptide, fluorescence polarization; Potency, µM (titrated, usually from 61.6 µM), without a hit: at the highest dose FP activity change, negative = inhibition, most hits filed as inhibitors; hit rate 0.23% among 270,000; AID 1768; active = well fitted inhibition curve with a large enough effect in the polarisation, with a control signal flat, not every such curve was filed as active; inconclusive = small, poorly fitted or top-dose-only effect, or effect the other way, or a change in a side signal; inactive = no such curve, though single readings can be large or run the other way; the % refers to the polarisation; also: potency is read from the fitted curve at half-maximal effect; % of control where 0% means no effect; many of its hits are not listed in these tables
PKM2 act: activators of human pyruvate kinase M2. hit rate 0.34% among 260,000. purified PKM2, Kinase-Glo ATP luminescence, activation; response scale: 0% is enzyme alone, no compound. AID 1631. Potency, µM (series often up to 57.5 µM), without a hit: at the top dose activation, hits mostly activators; also: potency is read from the fitted curve at half-maximal effect; % is scaled to controls: 0 for no effect and ±100 for the full control effect; nearly all actives have a fitted effect of over 55% in size
Target sequence (P14618 whole entry, looked up): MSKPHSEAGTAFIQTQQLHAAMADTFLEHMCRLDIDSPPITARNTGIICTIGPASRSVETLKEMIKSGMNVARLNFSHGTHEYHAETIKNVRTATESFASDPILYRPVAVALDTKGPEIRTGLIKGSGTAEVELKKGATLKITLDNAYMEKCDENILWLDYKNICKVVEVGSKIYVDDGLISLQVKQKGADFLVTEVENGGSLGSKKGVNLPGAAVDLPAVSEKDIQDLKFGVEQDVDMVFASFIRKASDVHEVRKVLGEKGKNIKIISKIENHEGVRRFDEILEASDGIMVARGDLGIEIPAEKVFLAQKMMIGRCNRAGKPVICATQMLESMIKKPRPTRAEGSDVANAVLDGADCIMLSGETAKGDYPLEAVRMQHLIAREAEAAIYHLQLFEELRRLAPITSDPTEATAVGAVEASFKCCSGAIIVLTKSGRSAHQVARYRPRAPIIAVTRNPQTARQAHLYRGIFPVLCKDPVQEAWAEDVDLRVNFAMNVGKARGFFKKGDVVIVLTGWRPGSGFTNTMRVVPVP
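Purified hPK-M2 (>95%) run at intermediate activity with 0.1 mM ADP and 0.5 mM PEP in 50 mM imidazole pH 7.2, KCl, MgCl2; 1 h room temperature. ATP formed read by Kinase-Glo luminescence; normalized to uninhibited and no-enzyme controls.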
TSHR antagonist: human thyrotropin receptor antagonism. hit rate 0.2% among 330,000. P16473. activity change, negative = inhibition, % at 11.5 µM. TSHR-expressing cells, TSH-stimulated cAMP HTRF, 2 h; hits give low values;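 active = activity change below a set negative limit, meaning inhibition stronger than a set level, cut at about -70% in these data; inconclusive = activity change between two set negative limits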; also: % is scaled to controls: 0 for no effect and ±100 for the full control effect
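Freshly harvested TSHR cells receive pin-tooled compound, then EC80 TSH at 4nM final. After 2 hours at 37 deg C, antibody in lysis buffer and cAMP-d2 are added; 30 minutes at ambient temperature precede the HTRF read.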
Eya2 phos inh: inhibitors of human Eya2 phosphatase activity | Potency, µM (doses to about 76.9 µM), for the others: top-dose activity, negative = inhibition, usual class: inhibitors | AID 488837 | recombinant Eya2, OMFP fluorescence dephosphorylation (OMFP is methylfluorescein phosphate) | hit rate 0.006% among 330,000; also: potency is read from the fitted curve at half-maximal effect; % is scaled to controls: 0 for no effect and ±100 for the full control effect
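Eya2 protein (added as 0.2 uM solution) was preincubated with compound for 10 min at ambient temperature in 50 mM HEPES pH 7.5, 50 mM NaCl, 5 uM MgCl2, 0.05% BSA, 1 mM DTT. OMFP (added at 50 uM) then reacted 10 min; fluorescence read at 485/525 nm.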
USP2a inh: blocks human ubiquitin-specific protease USP2a | O75604 | USP2 core, Ub-CHOP2 coupled fluorogenic reporter, 485/531 | Potency, µM (top dose mostly 38.3 µM), for inactives: at the top dose activity change, negative = inhibition, most hits filed as inhibitors | hit rate 0.01% among 330,000;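 also: potency is read from the fitted curve at half-maximal effect; plate controls were DMSO wells for no effect and full inhibition by NEM control for full effect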
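Cell-free coupled assay: 10nM USP2 core preincubated 30min RT with compound in Tris-HCl pH 8.0/CaCl2/CHAPS buffer, then 25nM Ub-CHOP2 and 25nM reporter substrate; fluorescence (Ex 485/Em 531) read after 60min RT, normalized to NEM inhibition, concentration-response curves fitted.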
The depositor's hits bear a star; i = inactive; u = inconclusive; x = no result given; [ ] = remark or other dose. Unless noted, calls follow the shape of the dose curve; as a rule, active = well fitted curve in the direction sought with a large enough effect; inconclusive = small, poorly fitted or top-dose-only effect, or another doubt; inactive = no such curve, though single readings can be large; an effect the other way counts as inactive or inconclusive. A portion of the library; count on the stated rates, not on these rows.

cpd	SMILES	KCNH2 WT inh	S-ASM inh	GALK inhibitor	Mito fusion act	Chronic BCR inh	MBNL1 CUG block	Menin-MLL TR inh	PKM2 act	TSHR antagonist	Eya2 phos inh	USP2a inh
1	N/C(Cn1cncn1)=N\NC(=O)C(=O)Nc1cccc(C(F)(F)F)c1	i	-3%	0%	4%	1%	1%	0%	-1%	1	-4%	-1%
2	COc1ccc(-c2noc(CN(C)C(=O)c3ccc4c(c3)OCO4)n2)cc1OC	2	0%	9%	-16%	-3%	-4%	-3%	2%	2	-1%	1%
3	COc1ccccc1N(Cc1ccccc1)S(=O)(=O)c1cccc(C(=O)N2CCCCC2)c1	-1	-1%	x	x	6%	x	x	x	x	-32%	1%
4	Cc1cc2ncn(CCC(=O)NC(C)(C)C)c2cc1C	-6	0%	-1%	2%	5%	11%	17%	-3%	-19	-1%	8%
5	O=C1C(=Cc2cccn2-c2ccc(O)cc2)C(=O)c2ccccc21	-7	-3%	-1%	4%	u	1%	u	1%	-14	20%	2%
6	CCC1Sc2ccc(S(=O)(=O)CCC(=O)Nc3ccccc3Br)cc2NC1=O (configuration not stated)	0	-7%	6%	13%	10%	-6%	2%	x	1	-7%	0%
7	COCCN1CCN(C(=O)c2ccc3oc(CCc4ccccc4)nc3c2)CC1	8	-1%	6%	-3%	3%	-2%	x	-1%	14	-5%	2%
8	O=C(CCCn1cncn1)N1CCCC(N2CCN(c3ccc(F)cc3)CC2)C1 (configuration not stated)	-30	-2%	-1%	1%	4%	-3%	x	-9%	-3	-1%	2%

Some of these compounds in order of their number in Eya2 phos inh, largest number first.
No. | SMILES | S-ASM inh | GALK inhibitor | Chronic BCR inh | Menin-MLL TR inh | TSHR antagonist | Eya2 phos inh
5 | O=C1C(=Cc2cccn2-c2ccc(O)cc2)C(=O)c2ccccc21 | -3% | -1% | u | u | -14 | 20%
4 | Cc1cc2ncn(CCC(=O)NC(C)(C)C)c2cc1C | 0% | -1% | 5% | 17% | -19 | -1%
7 | COCCN1CCN(C(=O)c2ccc3oc(CCc4ccccc4)nc3c2)CC1 | -1% | 6% | 3% | x | 14 | -5%
6 | CCC1Sc2ccc(S(=O)(=O)CCC(=O)Nc3ccccc3Br)cc2NC1=O (configuration not stated) | -7% | 6% | 10% | 2% | 1 | -7%

Continued:
cpd	SMILES	KCNH2 WT inh	S-ASM inh	GALK inhibitor	Mito fusion act	Chronic BCR inh	MBNL1 CUG block	Menin-MLL TR inh	PKM2 act	TSHR antagonist	Eya2 phos inh	USP2a inh
9	COc1cc(/C=C(/C#N)c2nc3ccccc3[nH]2)ccc1OC(=O)c1ccco1	-3	103%[activator]	-6%	5%	u	u	-8%	1%	-2	9%	4%
10	CC1CCC(NC(=O)c2ccc(S(C)(=O)=O)cc2)CC1 (configuration not stated)	9	1%	-5%	0%	-3%	u	-3%	2%	5	4%	-1%
11	Nc1c(-c2ccc3c(c2)OCCO3)oc2ccccc2c1=O	7	x	-1%	2%	-5%	5%	17%	0%	-9	-12%	4%
12	Cc1c(OC(C)C(=O)NCC(O)c2ccccc2)ccc2c3c(c(=O)oc12)CCCC3 (configuration not stated)	-8	-2%	3%	2%	0%	2%	x	x	4	8%	-1%
13	COCC(=O)Nc1ccc2c(c1)OCC(=O)N2Cc1ccc(C)cc1	-2	-2%	1%	0%	-3%	1%	1%	0%	-15	16%	-1%
14	COc1cccc(OCc2cc(C(=O)N3CCN(c4ccccc4O)CC3)no2)c1	-4	-15%	-9%	10%	u	0%	x	x	-22	4%	0%
15	CCCCC(=O)O[C@]1(C(=O)CO)CC[C@H]2[C@@H]3CCC4=CC(=O)CC[C@]4(C)[C@H]3[C@@H](O)C[C@@]21C	-2	-3%	-1%	4%	u	-2%	-10%	4%	1	-6%	2%
16	CCN(CC)c1ccc(NC(=O)CC2Oc3ccccc3NC2=O)c(C)c1 (configuration not stated)	-7	1%	1%	0%	u	2%	0%	-17%	-17	18%	-1%

Reprinted from the part before: four compounds, then new ones.
cpd	SMILES	KCNH2 WT inh	S-ASM inh	GALK inhibitor	Mito fusion act	Chronic BCR inh	MBNL1 CUG block	Menin-MLL TR inh	PKM2 act	TSHR antagonist	Eya2 phos inh	USP2a inh
13	COCC(=O)Nc1ccc2c(c1)OCC(=O)N2Cc1ccc(C)cc1	-2	-2%	1%	0%	-3%	1%	1%	0%	-15	16%	-1%
14	COc1cccc(OCc2cc(C(=O)N3CCN(c4ccccc4O)CC3)no2)c1	-4	-15%	-9%	10%	u	0%	x	x	-22	4%	0%
15	CCCCC(=O)O[C@]1(C(=O)CO)CC[C@H]2[C@@H]3CCC4=CC(=O)CC[C@]4(C)[C@H]3[C@@H](O)C[C@@]21C	-2	-3%	-1%	4%	u	-2%	-10%	4%	1	-6%	2%
16	CCN(CC)c1ccc(NC(=O)CC2Oc3ccccc3NC2=O)c(C)c1 (configuration not stated)	-7	1%	1%	0%	u	2%	0%	-17%	-17	18%	-1%
17	O=C(NC1CCCCC1)N1CCCC1	-4	-1%	0%	-1%	u	-12%	-2%	3%	-3	1%	3%
18	CCOc1cc(C)c(Cl)cc1S(=O)(=O)NC1CC(C)(C)NC(C)(C)C1	1	-1%	1%	-2%	-13%	19%	-4%	7%	13	2%	2%
19	CCN1C(=O)C(CC(=O)Nc2ccc(OC)cc2)N(CCc2ccccc2F)C1=S (configuration not stated)	-4	-1%	-2%	14%	u	0%	x	5%	8	u	-1%
20	O=C1CC(c2ccccc2F)c2cc3c(cc2N1)CCC3 (configuration not stated)	11	-5%	-4%	4%	u	-12%	-5%	-1%	-1	9%	4%
21	C=CCc1cccc(C=Nc2cccn3cc(-c4ccccc4)nc23)c1O	-5	94%[activator]	3%	3%	u	34%[activator]	u	-21%	0	4%	3%
22	CN(C)c1ccc(C(=O)NC2(N3CCC3=O)CCCC2)cc1	1	5%	6%	1%	10%	-4%	2%	-2%	2	-20%	1%
23	O=C(CN(C1CCCCC1)S(=O)(=O)c1ccc(F)cc1)Nc1ccc2c(c1)OCO2	-1	-3%	-1%	11%	1%	4%	7%	-4%	-12	-2%	3%
24	O=C(CC(c1ccc(F)cc1)c1ccco1)N1CCCC1 (configuration not stated)	3	0%	1%	-2%	0%	2%	-11%	16%	9	-1%	1%

cpd	SMILES	KCNH2 WT inh	S-ASM inh	GALK inhibitor	Mito fusion act	Chronic BCR inh	MBNL1 CUG block	Menin-MLL TR inh	PKM2 act	TSHR antagonist	Eya2 phos inh	USP2a inh
25	CCOc1ccc(CC(=O)C2C(=O)CCCC2=O)cc1OCC	2	-3%	-1%	0%	-6%	2%	12%	6%	-6	14%	1%
26	N#Cc1cccc(OCC(=O)NC(=O)NCc2ccccc2)c1	-13	-3%	-2%	u	4%	-9%	-5%	1%	0	-13%	-1%
27	COC(=O)c1c(C)oc(C)c1S(=O)(=O)Nc1ccccc1	-3	3%	-2%	3%	1%	x	x	3%	-7	16%	2%
28	CC(=O)c1ccc(C(=O)N(CCN(C)C)c2nc3c(Cl)cccc3s2)cc1	27	0%	-3%	-4%	u	-12%	0%	1%	-1	6%	8%
29	O=C(COC(=O)c1cccnc1)Nc1ccc(F)cc1	-5	-1%	0%	-3%	u	3%	7%	0%	2	4%	-1%
30	O=C(NC1CCCCC1)C(c1ccc(F)cc1)N(CCc1ccccc1)C(=O)CN1C(=O)c2ccccc2S1(=O)=O (configuration not stated)	19	2%	1%	0%	3%	x	u	2%	8	8%	3%
31	Nn1c(SCc2cccc(Cl)c2)nnc1-c1ccncc1	-1	1%	-2%	1%	21%	-5%	x	-2%	-5	9%	2%
32	Cc1ccccc1-n1c(-c2csc3ccccc23)n[nH]c1=S	30	-9%	2%	-8%	u	5%	-12%	-1%	-7	-2%	0%
